Growth percent in the NCI-60 one-dose screen (48 h, 10 µM unless noted): 100 = growth as untreated, 0 = no growth, -100 = all killed.
SK-MEL-5 = SK-MEL-5 melanoma; AID 1794755; actives 6.4% (n = 80,000)
MALME-3M = MALME-3M melanoma | actives 5.8% (n = 78,000)
LOX IMVI = LOX IMVI melanoma; actives 7.4% (n = 79,000)
SK-MEL-2 = SK-MEL-2 melanoma | actives 4.7% (n = 77,000)
MDA-MB-435 = MDA-MB-435 melanoma. actives 7.8% (n = 82,000)
UACC-257 = UACC-257 melanoma; AID 1794764; actives 4.4% (n = 78,000)
SK-MEL-28 = SK-MEL-28 melanoma; actives 4.1% (n = 81,000)
UACC-62 = UACC-62 melanoma | actives 5.4% (n = 81,000) | AID 1794756
The depositor's hits bear a star; nt = no result given; [ ] = another dose, or the depositor's remark. How the source made its calls: active means growth percent below 10; inactive means the rest.

SMILES | SK-MEL-5 | MALME-3M | LOX IMVI | SK-MEL-2 | MDA-MB-435 | UACC-257 | SK-MEL-28 | UACC-62
O=C(O)c1ccc(N/N=C/c2cn(-c3ccc(C(=O)O)cc3)nc2-c2cccc(F)c2)cc1 | 102 | 103 | 92 | 115 | 110 | 107 | 110 | 104
C=C1c2c(-c3ccccc3)nn(-c3ccccc3)c2N(C)C23C[C@H]1C1(C)c4c(-c5ccccc5)nn(-c5ccccc5)c4N(C)C(C)(C[C@H]12)C3 (some centres not stated) | 113 | 121 | 100 | 104 | 122 | 110 | 98 | 102
CC1S(=O)(=O)OCCOS1(=O)=O | 104 | 101 | 100 | 134 | 102 | 109 | 105 | 94
COc1cc2nc(-c3ccc(Cl)cc3)cc(OCCN3CCCCC3)c2cc1OC | 87 | 110 | 53 | 108 | 99 | 90 | 84 | 97
FC(F)(F)c1ccc2c(Nc3cccc(C4CC(c5ccccc5)=NN4c4ccc(Cl)cc4)c3)ccnc2c1 (configuration not stated) | 75 | 83 | -54* | 87 | 38 | 74 | 49 | 49
COc1cc(C(=O)/C=C/c2sc(Cl)nc2Cl)cc(OC)c1OC | 89 | -35* | -86* | 83 | 99 | 71 | 18 | 85
CC(=O)Nc1ccc2c(c1)Cc1c(F)c(F)c(F)c(F)c1-2 | 85 | 113 | 80 | -28* | 101 | nt | 102 | 77
CC1=C(c2ccccc2)C=NNCC1=O | 107 | 113 | 106 | 121 | 111 | 107 | 113 | 100
CC1(C)CC[C@]2(C#N)CC[C@]3(C)C(=CC[C@@H]4[C@@]5(C)CCC(=O)NC(C)(C)[C@@H]5CC[C@]43C)[C@@H]2C1 | 99 | 120 | 90 | 106 | 92 | 105 | 110 | 77
CCC(=O)[C@H](C)[C@@H](O)[C@H](C)[C@H]1OC(CC)=C(C)C(=O)[C@@H]1C | 105 | 103 | 94 | 101 | 111 | 168 | nt | 99

Record cards, from the list above. Values in the order: SK-MEL-5 | MALME-3M | LOX IMVI | SK-MEL-2 | MDA-MB-435 | UACC-257 | SK-MEL-28 | UACC-62
Entry for CC1=C(c2ccccc2)C=NNCC1=O → 107 | 113 | 106 | 121 | 111 | 107 | 113 | 100
Entry for O=C(O)c1ccc(N/N=C/c2cn(-c3ccc(C(=O)O)cc3)nc2-c2cccc(F)c2)cc1 → 102 | 103 | 92 | 115 | 110 | 107 | 110 | 104

Later entries.
SMILES | SK-MEL-5 | MALME-3M | LOX IMVI | SK-MEL-2 | MDA-MB-435 | UACC-257 | SK-MEL-28 | UACC-62
O=[N+]([O-])c1cccc(C(F)(F)F)c1 | 107 | 135 | 100 | 116 | 107 | 97 | nt | 101
CC(C)(C)[C@H](OCc1cn([C@H]2C[C@@H](O)[C@@H](CO)O2)c(=O)[nH]c1=O)c1ccc(C#Cc2ccccc2)cc1[N+](=O)[O-] | 75 | 84 | 85 | 81 | 93 | 83 | 101 | 67
OC(CC1CCCC(CC(O)c2ccccc2)N1CCc1ccccc1)c1ccccc1 (configuration not stated) | 99 | 108 | 92 | 115 | 104 | 128 | 107 | 94
Cc1nc2sc(C(=O)Nc3cccc(Br)c3C)c(N)c2cc1C(O)c1ccccc1 (configuration not stated) | -51* | 57 | 16 | 30 | 4.0* | 52 | 56 | 19
CCCCCCCCCCCCCCCCN=C(C)C(=O)O | 108 | 106 | 102 | 109 | 116 | 109 | 113 | 101
C=C1CCC2C3(C)COC(C)(C)OC3CCC2(C)C1CC(NCc1cccc(Cl)c1)C1=CCOC1=O (configuration not stated) | 98 | 100 | 91 | 113 | 103 | 110 | 103 | 99
O=C(O)Cc1cc(=O)[nH]c(=O)[nH]1 | 103 | 107 | 109 | 107 | 112 | 106 | 106 | 104
C#CCC1(c2ccccc2)NS(=O)(=O)c2ccccc21 (configuration not stated) | 103 | 101 | 98 | 109 | 107 | nt | 118 | 105
NC(=S)c1c(N)n(C2OC(CO)C(O)C2O)c2ncnc(N)c12 (configuration not stated) | -78* | -53* | -3.2* | nt | -47* | -10* | -47* | -74*
COc1ccc(NC(=O)c2cccc(C3CCc4c(cc(OC)c(OC)c4OC)O3)c2)cc1 (configuration not stated) | 4.3* | 42 | 29 | 9.3* | -11* | 46 | 47 | 32
CC(C)(C)OC(=O)NCCn1cc(-c2nc(-c3c[nH]c4ncccc34)cs2)c2ccccc21 | 68 | 83 | 94 | 85 | 104 | 90 | 111 | nt
NC(=O)c1cccc(Nc2ccnc(C(F)(F)F)c2)c1 | 96 | 94 | nt | nt | 95 | 96 | 106 | 92
N#Cc1ccc(C(=O)COc2ccc(NC(=O)Nc3ccccc3)cc2)cc1 | 94 | 90 | 14 | 93 | 94 | 96 | 99 | 83
CCOC(=O)c1ccc2c(c1)[n+](=O)c(C(C)=O)c(C)n2[O-] | 76 | 105 | 94 | 102 | 112 | 108 | 102 | 86
O=[N+]([O-])c1cccc(-c2nnc3c(/C=C/c4ccccc4O)nc4ccccc4n23)c1 | 20 | 86 | 56 | 84 | 41 | 59 | 38 | 16
N#Cc1c(/N=C\NNC(=O)c2ccccc2O)oc(-c2ccccc2)c1-c1ccccc1 | 98 | 89 | 89 | 99 | 94 | 97 | 101 | 81
CCCCn1c(=O)c(-c2cc(-c3ccc(Cl)cc3)nc(-c3ccc(Cl)cc3)c2)cc2ccc(Cl)cc21 | 104 | 99 | 98 | 123 | 103 | 101 | 106 | 95
COc1ccc(/C=C/c2nc3ccccc3n3c(-c4cccc([N+](=O)[O-])c4)nnc23)cc1 | -95* | -70* | -77* | -60* | -47* | -49* | -47* | -83*
COc1ccc2cc(C(C)c3nnc(NC4CCCCC4)s3)ccc2c1 (configuration not stated) | 101 | 113 | 91 | 96 | 120 | nt | 112 | 111
Cc1ccc(S(=O)(=O)/N=C2/Cc3ccccc3N2C)cc1 | 102 | 92 | 92 | 94 | 105 | 95 | 108 | 98
Cc1cc(O)cc(C)c1Br | 107 | 90 | 97 | 95 | 92 | 86 | 111 | nt
Cc1cccc(N2C(=O)C=CC2=O)c1 | 111 | 112 | 109 | 132 | 104 | 102 | 110 | nt
COc1ccc(Cn2cc3c(c2-c2ccccc2)CCc2c(CN4CCOCC4)noc2-3)cc1 | 102 | 53 | 105 | 108 | 102 | 104 | 102 | 90
O=C(NC1CCCCC1c1ccccc1)c1ccccc1 (configuration not stated) | 101 | 109 | 101 | 104 | 105 | 94 | 105 | 100
Clc1ccc(-c2nc3ccc(-c4nnc(SCc5ccccc5)o4)cc3[nH]2)cc1 | 21 | 29 | 4.1* | 75 | 63 | 62 | 58 | 38
O=C(CSC(=S)N1CCN(Cc2ccccc2)CC1)Nc1nc2ccccc2s1 | 101 | 104 | 93 | nt | 122 | 93 | 114 | nt
COc1cccc(/C=C(\C#N)C(=O)c2ccccc2)c1 | 104 | 113 | 99 | nt | 115 | nt | 110 | 105
CCOC(=O)C(C)(N)Cc1ccc(O)c(O)c1 (configuration not stated) | 98 | 98 | nt | 100 | 103 | 100 | 117 | 106
Clc1ccc2c(c1)nnn1c3ncccc3c(Br)c21 | 77 | 82 | 78 | 93 | 95 | 101 | 109 | 58
O=[N+]([O-])c1cc(-c2nnc(Cn3c(COc4cccc5ccccc45)nc4ccccc43)o2)cc([N+](=O)[O-])c1 | 83 | 93 | 90 | 87 | 102 | 103 | 107 | 75

Among those listed so far, 5 have fluorine.
SMILES | SK-MEL-5 | MALME-3M | LOX IMVI | SK-MEL-2 | MDA-MB-435 | UACC-257 | SK-MEL-28 | UACC-62
O=C(O)c1ccc(N/N=C/c2cn(-c3ccc(C(=O)O)cc3)nc2-c2cccc(F)c2)cc1 | 102 | 103 | 92 | 115 | 110 | 107 | 110 | 104
FC(F)(F)c1ccc2c(Nc3cccc(C4CC(c5ccccc5)=NN4c4ccc(Cl)cc4)c3)ccnc2c1 (configuration not stated) | 75 | 83 | -54* | 87 | 38 | 74 | 49 | 49
CC(=O)Nc1ccc2c(c1)Cc1c(F)c(F)c(F)c(F)c1-2 | 85 | 113 | 80 | -28* | 101 | nt | 102 | 77
O=[N+]([O-])c1cccc(C(F)(F)F)c1 | 107 | 135 | 100 | 116 | 107 | 97 | nt | 101
NC(=O)c1cccc(Nc2ccnc(C(F)(F)F)c2)c1 | 96 | 94 | nt | nt | 95 | 96 | 106 | 92

The list goes on.
SMILES | SK-MEL-5 | MALME-3M | LOX IMVI | SK-MEL-2 | MDA-MB-435 | UACC-257 | SK-MEL-28 | UACC-62
CN(C)c1ccc(C=Nc2ccccc2)cc1 | 97 | 129 | 87 | 90 | 114 | 93 | 114 | 85
CCCC(=O)N[C@H]1C[C@H]2CC[C@@]1(C)C2(C)C | 99 | 104 | 101 | 101 | 109 | 101 | 107 | 100
Cc1cccc(-c2nnc(SCC(=O)Nc3nccs3)n2N2C(=O)CSC2=S)c1 | 101 | 103 | 93 | 104 | 100 | 104 | 113 | 95
COc1ccc(C(=O)COc2ccc(/C=C3\Oc4ccc5ccccc5c4C3=O)cc2)cc1 | 96 | 86 | 93 | 78 | 101 | 98 | 105 | 96
Cc1ccc(S(=O)(=O)Oc2ccc(C3N=C(N)Nc4nc5ccccc5n43)cc2)cc1 (configuration not stated) | 99 | 132 | 94 | 113 | 102 | 101 | 107 | 99
COc1ccc(-n2c(NC(=O)N3CCOCC3)c(C#N)c3ccc(F)cc32)cc1 | 96 | 107 | 92 | 100 | 96 | 96 | 90 | 83
CCCCOC(OCCCC)c1ccccc1 | 103 | 132 | 93 | 108 | 112 | 109 | 107 | 97
CC(=O)c1c(/C=C/c2ccc(C)cc2)c2ccccc2[nH]c1=O | 96 | 121 | 85 | 107 | 96 | 81 | 110 | 81
c1cn2cc(-c3ccsc3)nc(-c3ccc4ncn(C5CCCCC5)c4c3)c2n1 | 88 | 110 | 93 | 112 | 98 | 112 | 96 | 98
Cc1cccc(N=NN(C)C)c1 | 104 | 88 | 95 | 99 | 110 | 107 | 127 | 111
CCC/C=C(/C(C)=O)C(=O)OCC | 112 | 118 | 102 | 132 | 108 | 81 | 122 | 95
O=C(Nc1cc(Cl)cc(Cl)c1)OCCCl | 98 | 98 | 103 | 94 | 98 | 106 | 105 | 90
NS(=O)(=O)c1ccc(CCN2C(=O)/C(=C/c3ccc(F)cc3)C=C2c2ccccc2)cc1 | 98 | 100 | 82 | 108 | 99 | 104 | 101 | 70
CS(=O)(=O)Nc1cc(-c2ccc3ncnc(Nc4cccc(Cl)c4)c3c2)cnc1Cl | -96* | -26* | -36* | -41* | 8.6* | -3.2* | 5.5* | -24*
CCCCCCCCCCCCC[C@@H](O)C[C@H](O)[C@H](C)N | 110[1 µM] | 126[1 µM] | 100[1 µM] | 100[1 µM] | 112[1 µM] | nt | 120[1 µM] | 97[1 µM]
Cc1ccc(S(=O)(=O)Nc2cccc3[nH]c(C(F)(F)F)nc23)cc1 | 7.0* | 13 | 41 | 2.6* | -31* | 43 | 38 | 37
O=C(N/C(C(=O)N1CCCCC1)=C(\Br)c1ccc(/C(Br)=C(/NC(=O)c2ccccc2)C(=O)N2CCCCC2)cc1)c1ccccc1 | 99 | 105 | 94 | 105 | 108 | 111 | 106 | 90

Screening data as filed in PubChem.
